HCV core dimer: HCV core protein dimerization inhibition | TR-FRET GST/Flag-core106 dimerization, 1536-well | inhibition, % at 5 µM | hit rate 0.33% among 300,000;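 active = inhibition above the mean of all tested compounds plus 3 SD, set per screening campaign, cut at about 45% in these data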
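Assay system: GST-tagged and Flag-tagged HCV core protein residues 1-106 / Times: compound-protein-antibody incubation 4 h at 22.5 °C / Signal: time-resolved FRET, ex 340 nm, em 617 and 671 nm / Evaluation: % inhibition based on acceptor/donor emission ratio / Benchmarks: wells lacking GST-core106 and wells with excess unlabelled core106 / Repeats: singlicate, one well per compound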
procasp7 counter: activates human procaspase-7, counter-screen for procaspase-3 activators; recombinant procaspase-7, Ac-DEVD-pNA absorbance 405 nm; D23A/D198A/D206A triple mutant, cannot self-cleave; scale: DMSO 0, 5 µM enzyme 100; activation, % at 8.5 µM; hit rate 0.093% among 330,000;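 active = percent activation above the screen-wide mean plus 3 SD, cut at about 25% in these data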
Target sequence (P55210 whole entry D23A/D198A/D206A): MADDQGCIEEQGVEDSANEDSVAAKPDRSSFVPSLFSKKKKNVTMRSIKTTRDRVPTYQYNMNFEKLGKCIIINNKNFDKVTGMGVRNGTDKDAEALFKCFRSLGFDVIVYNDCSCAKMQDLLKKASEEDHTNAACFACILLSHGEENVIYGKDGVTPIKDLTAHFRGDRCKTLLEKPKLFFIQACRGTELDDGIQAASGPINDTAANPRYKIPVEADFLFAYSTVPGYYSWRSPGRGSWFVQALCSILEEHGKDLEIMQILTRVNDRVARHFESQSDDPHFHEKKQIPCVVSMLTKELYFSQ
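Detection: p-Nitroaniline absorbance at 405 nm, read at 0 and 120 min; system: Uncleavable procaspase-7 mutant enzyme; evaluation: % activation from two-timepoint absorbance difference, scaled to controls; times: 1 h enzyme–compound preincubation and 2 h substrate reaction, both 25 °C; buffer or medium: Zinc-free HEPES pH 7.4 with 300 mM NaCl, 0.01% Triton X-100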
Efflux pump inh: blocks antifungal efflux pumps in multiplex yeast assay; S. cerevisiae Candida pump triplex, Nile Red efflux; inhibition, % at 10 µM; hit rate 0.44% among 330,000;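 active = plate passing quality check with inhibition over a set limit, or well fluorescence over plate mean plus 4 SD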;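 note: Nile Red retained in pooled yeast measured as flow cytometry median fluorescence; 0% = buffer negative control and 100% = Enniatin B positive control; higher means more Nile Red kept so more efflux inhibition; some compounds called inactive have numbers as strong as hits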
PP1 counter: blocks human PP1-alpha phosphatase, a PP5 counter-screen; purified PP1alpha, OMFP fluorescence; AID 2235; inhibition, % at 6.7 µM; hit rate 0.9% among 320,000; P62136;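 active = inhibition above the mean inhibition of all tested compounds plus 3 SD, computed separately for each screening campaign, cut at about 15% in these data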
proCasp3 act: procaspase-3 (human) activation; P42574; recombinant procaspase-3 D3A, Ac-DEVD-pNA absorbance 405 nm; activation, % at 8.5 µM; hit rate 0.11% among 330,000;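 active = activation above the mean of all tested compounds plus 3 SD, cut at about 21% in these data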;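 note: 0% = DMSO alone and 100% = DMSO wells spiked with extra 5 µM PC-3 D3A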
Target sequence (P42574 whole entry D9A/D28A/D175A): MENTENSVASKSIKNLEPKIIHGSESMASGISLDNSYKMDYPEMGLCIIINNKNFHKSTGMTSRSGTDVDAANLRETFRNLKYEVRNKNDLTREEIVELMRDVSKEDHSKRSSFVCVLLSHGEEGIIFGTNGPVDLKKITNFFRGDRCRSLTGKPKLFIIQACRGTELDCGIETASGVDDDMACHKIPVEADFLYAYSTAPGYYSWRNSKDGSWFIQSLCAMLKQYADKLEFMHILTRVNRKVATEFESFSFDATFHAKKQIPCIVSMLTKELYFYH
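Technique: 405 nm absorbance of p-nitroaniline, reads at 0 and 120 min; Test system: Procaspase-3 D3A mutant; Incubation: 1 h enzyme-compound preincubation, then 2 h substrate reaction, 25 °C; Repeats: singlicate, each compound tested once; Benchmarks: low control DMSO wells, high control DMSO plus 5 µM PC-3 D3A.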
TPT1 inhibitor: blocks Candida albicans tRNA 2'-phosphotransferase | recombinant caTPT1, FP RNA substrate dephosphorylation | inhibition, % at 5 µM | hit rate 0.81% among 300,000 | AID 1962;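 active = inhibition above the mean of all tested compounds plus 3 SD, set per screening campaign, cut at about 24% in these data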;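 note: plate controls were DMSO alone for no effect and ferristatin control at 100 nM for full effect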
PP5 inh: inhibitors of human protein phosphatase 5 (PP5). hit rate 0.18% among 320,000. AID 1987. inhibition, % at 6.7 µM. purified PP5c, OMFP substrate fluorescence. P53041;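 active = inhibition above the campaign's mean inhibition across all tested compounds plus 3 SD, cut at about 9.5% in these data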;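 note: 0% = DMSO only and 100% = 100 µM cantharidin control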
Target sequence (P53041 whole entry, looked up): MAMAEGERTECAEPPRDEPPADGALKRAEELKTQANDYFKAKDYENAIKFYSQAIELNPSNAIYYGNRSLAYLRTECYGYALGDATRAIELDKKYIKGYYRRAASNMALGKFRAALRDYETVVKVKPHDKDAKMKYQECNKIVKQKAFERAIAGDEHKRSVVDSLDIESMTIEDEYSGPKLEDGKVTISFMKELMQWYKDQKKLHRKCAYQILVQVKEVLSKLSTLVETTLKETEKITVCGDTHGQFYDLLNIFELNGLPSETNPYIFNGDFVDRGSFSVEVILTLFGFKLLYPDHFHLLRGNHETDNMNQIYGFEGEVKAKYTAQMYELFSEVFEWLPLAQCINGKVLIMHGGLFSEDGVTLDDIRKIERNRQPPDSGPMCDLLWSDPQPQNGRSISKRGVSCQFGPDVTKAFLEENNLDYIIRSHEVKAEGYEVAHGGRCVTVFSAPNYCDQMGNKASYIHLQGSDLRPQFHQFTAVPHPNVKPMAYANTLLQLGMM
CTSL1 counter: cathepsin L1 inhibition, PFM18AAP counter-screen | recombinant F. hepatica cathepsin L1, Z-Leu-Arg-MCA fluorescence | hit rate 0.49% among 300,000 | inhibition, % at 5.96 µM;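 active = inhibition above the mean of all tested compounds plus 3 SD, set per screening campaign, cut at about 17% in these data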;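 note: 0% = plate median of test compound wells and 100% = 1 µM Z-Phe-Ala-diazomethylketone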
JMJD2C inh: inhibitors of human GASC-1 (JMJD2C) demethylase. GST-JMJD2C(1-420) H3K9me3 demethylation, DELFIA europium. hit rate 0.069% among 330,000. Q9H3R0. inhibition, % at 2.35 µM;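 active = more than half of a compound's replicate wells show inhibition beyond 50%, single wells judged on their own value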;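 note: signal counts dimethyl H3K9 product captured on neutravidin plate; 0% = median of DMSO wells and 100% = 0.3 times that DMSO median; strong numbers were not always called active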
The depositor's hits bear a star. This is a random part of the collection. About 2.9% of those tested had a hit in this group.

For COC(=O)c1ccccc1NC(=O)Nc1cnccn1 the results were HCV core dimer 2, procasp7 counter 5, Efflux pump inh 0.0, PP1 counter 2, proCasp3 act -1, TPT1 inhibitor -4, PP5 inh -0.1, CTSL1 counter -3 and JMJD2C inh 10.
Screening Cc1cc(N2CCC(C)CC2)nc2cccc(O)c12 returned HCV core dimer -17, procasp7 counter 7, Efflux pump inh 0.1, PP1 counter 2, proCasp3 act -6, TPT1 inhibitor 4, PP5 inh 5.9, CTSL1 counter 1 and JMJD2C inh -5.
For Cc1cc(C)cc(N(CC(=O)NCC2CCCO2)C(=O)CCC(=O)Nc2nccs2)c1 (configuration not stated) the results were HCV core dimer 3, procasp7 counter 3, Efflux pump inh 0.1, PP1 counter 3, proCasp3 act -5, TPT1 inhibitor -3, PP5 inh 0.0, CTSL1 counter 2 and JMJD2C inh 6.
Screening Cc1c(Cl)cnc(NC(=O)COC(=O)Cc2coc3ccc4ccccc4c23)c1Cl returned HCV core dimer 32, procasp7 counter 3, Efflux pump inh -0.2, PP1 counter 5, proCasp3 act 0, TPT1 inhibitor 2, PP5 inh 4.9, CTSL1 counter -1 and JMJD2C inh 0.
Screening Cn1nc(C(F)(F)F)c(-c2ccccc2)c1N returned HCV core dimer -1, procasp7 counter 14, Efflux pump inh -0.1, PP1 counter 0, proCasp3 act 4, TPT1 inhibitor -4, PP5 inh 0.5, CTSL1 counter 0 and JMJD2C inh -2.
O=C(CN1CCN(C(=O)C2CCCO2)CC1)Nc1ccc(Cl)cc1 (configuration not stated) was read as HCV core dimer -12, procasp7 counter 9, Efflux pump inh 0.1, PP1 counter -1, proCasp3 act 9, TPT1 inhibitor -1, PP5 inh 1.9, CTSL1 counter -7 and JMJD2C inh 1.
`COc1cc(C)c(Cl)cc1S(=O)(=O)NCc1ccco1` gave HCV core dimer 0, procasp7 counter -13, Efflux pump inh -0.1, PP1 counter 2, proCasp3 act 8, TPT1 inhibitor 1, PP5 inh 2.9, CTSL1 counter -1 and JMJD2C inh 17.
For CC1CC(C)CN(S(=O)(=O)c2cc3c(cc2Cl)NC(=O)CO3)C1 (configuration not stated) the results were HCV core dimer -3, procasp7 counter 0, Efflux pump inh 0.2, PP1 counter -3, proCasp3 act 3, TPT1 inhibitor -1, PP5 inh 3.3, CTSL1 counter -5 and JMJD2C inh -5.
For c1ccc2c(c1)nnn2Cc1nnc2sc(-c3ccncc3)nn12 the results were HCV core dimer 3, procasp7 counter -4, Efflux pump inh 0.0, PP1 counter -3, proCasp3 act -11, TPT1 inhibitor 0, PP5 inh -0.7, CTSL1 counter 2 and JMJD2C inh 1.
Screening CC1CC(C(F)(F)F)n2ncc(C(=O)O)c2N1 (configuration not stated) returned HCV core dimer -6, procasp7 counter 10, Efflux pump inh 0.0, PP1 counter -3, proCasp3 act 12, TPT1 inhibitor -7, PP5 inh 0.9, CTSL1 counter 0 and JMJD2C inh 1.
Screening CN1CCN(c2ncc(CN3C(=O)c4ccccc4C3=O)s2)CC1 returned HCV core dimer 2, procasp7 counter 0, Efflux pump inh 0.0, PP1 counter -4, proCasp3 act -1, TPT1 inhibitor -2, PP5 inh -3.5, CTSL1 counter -2 and JMJD2C inh 0.
`Cc1ccc2c(c1)cc(CN(Cc1cccnc1)C(=O)c1ccccc1)c1nnnn12` gave HCV core dimer 5, procasp7 counter 8, Efflux pump inh -0.1, PP1 counter -5, proCasp3 act -8, TPT1 inhibitor -1, PP5 inh -3.7, CTSL1 counter 0 and JMJD2C inh -10.
For Cn1c(N)c(C(=O)COC(=O)c2ccccn2)c(=O)n(C)c1=O the results were HCV core dimer -7, procasp7 counter -12, Efflux pump inh 1.7*, PP1 counter 3, proCasp3 act 2, TPT1 inhibitor -5, PP5 inh 2.3, CTSL1 counter -4 and JMJD2C inh 0.
C/C(=N\N=C(/N)SC1CC(=O)N(c2cccc(Cl)c2)C1=O)c1cccs1 (configuration not stated) was read as HCV core dimer 13, procasp7 counter 6, Efflux pump inh 0.0, PP1 counter 2, proCasp3 act 5, TPT1 inhibitor -1, PP5 inh 3.4 and CTSL1 counter 4.
For O=C(NCCN1C(=O)S/C(=C\c2ccc(Cl)cc2)C1=O)C1=COCCO1 the results were procasp7 counter 5, Efflux pump inh 0.1, proCasp3 act -1 and JMJD2C inh -1.
For CN1CCN(C(=O)CSc2nc(-c3cccs3)ccc2C#N)CC1 the results were HCV core dimer 53*, procasp7 counter 5, Efflux pump inh 0.1, PP1 counter -2, proCasp3 act -12, TPT1 inhibitor 21, PP5 inh 2.8, CTSL1 counter 0 and JMJD2C inh 2.
CCN1CCCC1CNC(=O)c1cc2cc(F)ccc2[nH]1 (configuration not stated) was read as HCV core dimer 0, procasp7 counter 0, Efflux pump inh 0.0, PP1 counter -5, proCasp3 act 5, TPT1 inhibitor -3, PP5 inh 1.8, CTSL1 counter 0 and JMJD2C inh 9.
`CN(CC1CCOCC1)C(=O)CC1C(=O)NCCN1Cc1cccc(Oc2ccccc2)c1` (configuration not stated) gave HCV core dimer 2, procasp7 counter 1, Efflux pump inh -0.1, PP1 counter 0, proCasp3 act -5, TPT1 inhibitor -11, PP5 inh -0.3, CTSL1 counter 6 and JMJD2C inh -8.
`S=c1[nH]cnc2scc(-c3ccc(Cl)cc3)c12` gave HCV core dimer -1, procasp7 counter 3, Efflux pump inh 0.0, PP1 counter 2, proCasp3 act 4, TPT1 inhibitor 1, PP5 inh 0.2, CTSL1 counter 2 and JMJD2C inh -8.
For CCC1(C)Cc2ccccc2-c2nc3n(c(=O)c21)CC(C(=O)O)S3 (configuration not stated) the results were HCV core dimer 0, procasp7 counter 3, Efflux pump inh -0.1, PP1 counter -1, proCasp3 act -5, TPT1 inhibitor -4, PP5 inh 0.5, CTSL1 counter 3 and JMJD2C inh 6.
Screening CN(C)S(=O)(=O)N1CCCN(S(=O)(=O)N(C)C)CC1 returned HCV core dimer 7, procasp7 counter 12, Efflux pump inh 0.0, PP1 counter -4, proCasp3 act 6, TPT1 inhibitor -4, PP5 inh -1.6, CTSL1 counter 3 and JMJD2C inh -3.
Screening CN(NC(=O)COc1ccccc1)C1=NS(=O)(=O)c2ccccc21 returned HCV core dimer 2, procasp7 counter 0, Efflux pump inh 0.0, PP1 counter -1, proCasp3 act -4, TPT1 inhibitor 0, PP5 inh 0.5, CTSL1 counter 2 and JMJD2C inh 6.
For O=S(=O)(c1ccc(Br)s1)N1CCN(c2ccccc2)CC1 the results were HCV core dimer 4, procasp7 counter 1, Efflux pump inh 0.2, PP1 counter -1, proCasp3 act 5, TPT1 inhibitor 3, PP5 inh 7.0, CTSL1 counter -1 and JMJD2C inh -7.
CCN(CC)CCCNC(=O)c1sc2ncn(CC(=O)Nc3ccc(C)c(Cl)c3)c(=O)c2c1C was read as HCV core dimer 1, procasp7 counter 9, Efflux pump inh -0.2, PP1 counter 3, proCasp3 act 5, TPT1 inhibitor -2, PP5 inh 1.6, CTSL1 counter -2 and JMJD2C inh -5.
Screening Cc1ccccc1NC(=O)Nc1ccc(C(F)(F)F)cc1 returned HCV core dimer 0, procasp7 counter 3, Efflux pump inh 0.1, PP1 counter -1, proCasp3 act 12, TPT1 inhibitor 3, PP5 inh 2.4, CTSL1 counter -3 and JMJD2C inh -39.
CCCCN(C(=O)CCCc1nc2ccccc2s1)c1c(N)n(CC(C)C)c(=O)[nH]c1=O was read as procasp7 counter 6, Efflux pump inh 0.0, PP1 counter 1, proCasp3 act 1, PP5 inh 3.6 and JMJD2C inh 13.
For COc1cccc(CNC(=O)CSc2ccc(-c3ccccn3)nn2)c1 the results were HCV core dimer 1, procasp7 counter 4, Efflux pump inh 0.0, PP1 counter 3, proCasp3 act 4, TPT1 inhibitor 0, PP5 inh -1.8, CTSL1 counter -1 and JMJD2C inh 3.
`COc1ccc(CN2CCC(N3CCC(C(=O)N4CCOCC4)CC3)CC2)c(F)c1` gave HCV core dimer 2, procasp7 counter 8, Efflux pump inh 0.1, PP1 counter -4, proCasp3 act -4, TPT1 inhibitor 0, PP5 inh 0.0, CTSL1 counter 0 and JMJD2C inh -13.
Screening Oc1ccc2ccccc2c1-c1sc(Nc2ccccc2)n[n+]1-c1ccc(F)cc1 returned HCV core dimer -23, procasp7 counter -1, Efflux pump inh -0.2, PP1 counter 3, proCasp3 act -1, TPT1 inhibitor 29*, PP5 inh 2.4, CTSL1 counter 6 and JMJD2C inh 6.
CCCCOc1ccc(N=Cc2cccs2)cc1 was read as HCV core dimer 0, procasp7 counter -2, Efflux pump inh -2.1, PP1 counter 0, proCasp3 act 6, TPT1 inhibitor -1, PP5 inh -1.3, CTSL1 counter 0 and JMJD2C inh 4.
Screening COc1ccc(OCCn2c(=N)n(CCO)c3ccccc32)cc1 returned HCV core dimer -8, procasp7 counter 8, Efflux pump inh -0.1, PP1 counter -2, proCasp3 act -3, TPT1 inhibitor -1, PP5 inh 2.2, CTSL1 counter 2 and JMJD2C inh -2.
`COc1ccc(/C=C/C(=O)Nc2ccccc2)cc1S(=O)(=O)N1CCOCC1` gave HCV core dimer -2, procasp7 counter 3, Efflux pump inh 0.2, PP1 counter -5, proCasp3 act 2, TPT1 inhibitor 0, PP5 inh 1.9, CTSL1 counter 2 and JMJD2C inh 4.
CCCCN(CCCC)C1=Nc2ccccc2N/C1=C(/C#N)C(=O)OCC was read as HCV core dimer -1, procasp7 counter -5, Efflux pump inh -0.1, PP1 counter -1, proCasp3 act 1, TPT1 inhibitor 3, PP5 inh 2.1, CTSL1 counter -3 and JMJD2C inh -1.
Screening C=CCN=c1scc(-c2ccc(F)cc2)n1/N=C/c1ccccn1 returned HCV core dimer -8, procasp7 counter -23, Efflux pump inh 0.3, PP1 counter -4, proCasp3 act -20, TPT1 inhibitor 1, PP5 inh 4.8, CTSL1 counter 1 and JMJD2C inh -12.
Cc1ccc(C)c(N2CCN(c3cnn(-c4nc5ccccc5s4)c(=O)c3Cl)CC2)c1 was read as HCV core dimer -12, procasp7 counter 5, Efflux pump inh 0.4, PP1 counter -1, proCasp3 act -1, TPT1 inhibitor 0, PP5 inh 2.9, CTSL1 counter -2 and JMJD2C inh 6.
`COc1ccccc1/C=C/C=N/n1c(-c2cc(-c3ccccc3)n[nH]2)n[nH]c1=S` gave HCV core dimer 10, procasp7 counter -11, Efflux pump inh 0.1, PP1 counter 22*, proCasp3 act -23, TPT1 inhibitor -2, PP5 inh 2.4, CTSL1 counter 5 and JMJD2C inh -3.

Source: PubChem BioAssay
